DUSP3 inh – DUSP3 (human) phosphatase inhibition | AID 1654 | hit rate 0.52% among 290,000 | recombinant VHR phosphatase, pNPP absorbance | P51452 | inhibition, % at 13.3 µM; in the data active means inhibition above about 50%; further: some compounds called inactive have numbers as strong as hits
Rv3671c protease – Rv3671c (M. tuberculosis) protease inhibition | AID 2606 | hit rate 0.048% among 320,000 | inhibition, % at 5.96 µM; in the data active means inhibition above about 38%;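 further: extracellular domain of Rv3671c used as enzyme; 0% = enzyme with DMSO and 100% = no enzyme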
MazEF act – MazEF (E. coli) toxin RNase activation; activation, % at 20 µM; FAM/BHQ RNA-DNA oligo cleavage fluorescence, 5 h; AID 504720; hit rate 0.32% among 350,000; in the data active means activation above about 50%
Target sequence (P0AE70 whole entry, looked up): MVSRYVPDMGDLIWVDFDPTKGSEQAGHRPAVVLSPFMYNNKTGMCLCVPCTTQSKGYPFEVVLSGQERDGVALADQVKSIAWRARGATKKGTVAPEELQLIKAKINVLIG
FBA Mtb inh – inhibits M. tuberculosis FBA enzyme; P9WQA3; purified M. tuberculosis FBA, fluorescence read-out; inhibition, % at 1 µM; hit rate 2.3% among 360,000; AID 588726; in the data active means inhibition above about 27%;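 further: 0% = vehicle and 100% = reference inhibitor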
Target sequence (P9WQA3 whole entry, looked up): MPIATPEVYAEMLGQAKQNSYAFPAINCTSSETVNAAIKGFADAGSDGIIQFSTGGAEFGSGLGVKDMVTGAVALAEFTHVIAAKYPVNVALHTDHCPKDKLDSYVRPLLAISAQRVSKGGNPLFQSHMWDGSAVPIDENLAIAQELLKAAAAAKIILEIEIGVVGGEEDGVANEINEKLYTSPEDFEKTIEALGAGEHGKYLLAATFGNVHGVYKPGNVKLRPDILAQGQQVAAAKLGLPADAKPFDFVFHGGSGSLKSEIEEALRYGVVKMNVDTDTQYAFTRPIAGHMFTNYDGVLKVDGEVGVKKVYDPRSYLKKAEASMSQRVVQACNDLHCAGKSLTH
BoNT F protease – inhibitors of Botulinum neurotoxin F light chain protease; Multiplex microsphere protease cleavage assay, flow cytometry; inhibition, % at 10 µM; hit rate 0.22% among 360,000; in the data active means inhibition above about 35%, passing the limit was not always enough; inconclusive means no clear call, values can overlap the other calls; further: plate controls were buffer without enzyme for full effect and enzyme alone for no effect
GDH-TPI counter – counter-screen for M. tuberculosis FBA inhibitors: GDH-TPI coupled enzymes | GDH-TPI coupled enzyme counterscreen, NADH absorbance | inhibition, % at 4.8 µM | hit rate 1.2% among 360,000;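 further: 0% = DMSO wells and 100% = wells lacking the enzyme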
FadD28 FP inh – inhibitors of Mycobacterium tuberculosis FadD28 bisubstrate binding; hit rate 0.22% among 360,000; inhibition, % at 12.5 µM; FadD28 bisubstrate probe binding, fluorescence polarization; AID 588549; in the data active means inhibition above about 8.5%, passing the limit was not always enough; inconclusive means no clear call, values can overlap the other calls
BioA inh – BioA (M. tuberculosis) enzyme inhibition. AID 602481. hit rate 0.096% among 360,000. purified M. tuberculosis BioA enzyme, plate reader. inhibition, % at 9.99 µM; in the data active means inhibition above about 40%; inconclusive means no clear call, values can overlap the other calls
UGM FP inh – inhibitors of M. tuberculosis UDP-galactopyranose mutase; P9WIQ1; purified UGM, fluorescence polarization probe displacement; inhibition, % at 10 µM; hit rate 0.06% among 320,000; AID 504406; in the data active means inhibition above about 10%, passing the limit was not always enough; inconclusive means no clear call, values can overlap the other calls
Target sequence (P9WIQ1 whole entry, looked up): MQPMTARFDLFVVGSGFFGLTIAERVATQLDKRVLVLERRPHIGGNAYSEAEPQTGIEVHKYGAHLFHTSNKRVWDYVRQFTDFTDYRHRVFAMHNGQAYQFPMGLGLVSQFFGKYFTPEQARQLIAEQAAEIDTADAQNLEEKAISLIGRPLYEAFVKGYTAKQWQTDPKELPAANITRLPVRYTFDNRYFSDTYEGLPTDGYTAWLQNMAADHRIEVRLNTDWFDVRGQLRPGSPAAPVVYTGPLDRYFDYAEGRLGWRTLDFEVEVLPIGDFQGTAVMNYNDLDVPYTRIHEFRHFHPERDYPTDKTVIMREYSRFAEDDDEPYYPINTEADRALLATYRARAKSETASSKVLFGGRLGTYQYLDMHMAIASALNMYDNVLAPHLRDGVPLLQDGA
CCHFV vOTU inh – blocks the CCHF virus ovarian tumor domain protease | CCHFV vOTU protease, Pep-AMC fluorescence | inhibition, % at 11.5 µM | hit rate 0.55% among 370,000 | AID 651958; further: 0% = vehicle wells with enzyme and 100% = no enzyme wells
* hit, by the source's call; ? = inconclusive; . = not tested or not shown; + = active, no number. Unless noted, no stated cut-off is given here; in the data, active means inhibition above about 30%; inactive means the rest. An unsorted share of the library; about 4.9% have a hit in one of these screens.

SMILES,DUSP3 inh,Rv3671c protease,MazEF act,FBA Mtb inh,BoNT F protease,GDH-TPI counter,FadD28 FP inh,BioA inh,UGM FP inh,CCHFV vOTU inh
CC(C)(C)c1ccc(C(=O)N2CCC2(C)C(=O)NS(=O)(=O)c2ccc(C#N)cc2)cc1 (centres undefined),.,.,.,-2,-12,3,-1.0,-2.9,.,10
COC(=O)c1cc(Br)c(=O)n(-c2ccc(OC)cc2)c1,17,1,-10,-2,3,12,-1.3,-1.0,2.2,2
O=C(NCc1ccc(Cl)cc1Cl)C1CCN(S(=O)(=O)c2ccc3c(c2)OCCCO3)CC1,8,-26,-4,-4,2,0,-4.5,.,0.2,-2
O=C(CSc1ccsc1[N+](=O)[O-])NCCc1ccccc1,23,-10,-3,+,1,4,-1.6,-0.5,3.4,3
CCn1c(SCCN2CCCCC2)nnc1-c1ccc(S(=O)(=O)N2CCOCC2)cc1,21,-2,-1,-2,-7,7,-0.9,-2.8,-1.0,-4
Cc1nn(-c2cc(Cl)ccc2N)c(=O)c2ccccc12,-5,-1,-11,-3,-9,-9,-3.4,.,0.2,-12
Cc1ccc(S(=O)(=O)N2[C@@H](c3cccc4ccccc34)C(C(=O)O)=C[C@H]2C(C)(C)C)cc1,.,-13,0,3,2,-6,-3.6,2.5,1.6,22
CCOC(=O)CN1C(=O)SC(CC(=O)Nc2nccs2)C1=O (centres undefined),14,3,8,-1,-3,1,0.4,-2.6,-4.7,-2
CS(=O)(=O)N(Cc1ccccc1)c1ccc(C(=O)Nc2ccc(C(N)=O)cc2)cc1,-18,-33,-9,-1,?,28,0.3,-4.1,0.3,7
O=C(COc1ccc(Cl)cc1Cl)N/N=C/c1ccc[nH]1,6,8,2,-2,2,24,-1.9,1.8,2.0,11
COc1ccc(CN(C)C(=O)C(Cc2ccccc2)NC(=O)c2ccccc2)c(OC)c1 (centres undefined),.,-8,-4,-2,-1,11,-2.0,.,1.2,-3
COc1ccc(CCN2CN(S(=O)(=O)c3ccccc3)c3nc4ccccc4nc32)cc1,46,-9,-9,6,0,6,-0.1,.,-0.8,-23
O=C(NNC(=O)C1CC(c2cccs2)=NO1)Nc1ccccc1 (centres undefined),37,3,8,1,-2,1,-2.2,-0.6,2.9,-5
Cc1cc(C)c2nc(NNC(=O)c3ccc(S(=O)(=O)N4CC(C)CC(C)C4)cc3)sc2c1 (centres undefined),-4,10,9,4,-14,5,0.8,-1.8,1.3,16
COc1ccc(NC(=O)/C=C/c2ccco2)cn1,-6,0,11,-7,0,19,-3.8,-1.1,-2.3,12
COc1ccc(CSc2ccc(S(=O)(=O)N3CCCC3)cn2)cc1F,.,.,13,-3,-1,5,-2.9,-0.6,.,5
C=CCn1c(COc2ccccc2)nnc1SCC(=O)N/N=C/c1ccc(C)cc1,14,4,0,-2,8,-9,-2.2,2.4,-3.3,9
CN(C)c1nc(Oc2ccc(C(=O)OCC(=O)Nc3ccccc3)cc2)nc(N(C)C)n1,14,-25,-104,4,0,4,-1.2,1.0,-0.1,10
COc1ccc([N+](=O)[O-])cc1NC(=O)Cn1ccsc1=N,51*,-2,5,1,-2,14,-0.5,2.2,0.9,-7
COc1ccc(N(CC(=O)Nc2ccccc2F)S(=O)(=O)c2ccc(OC)c(OC)c2)cc1,-20,-6,-21,1,-2,1,-1.4,-1.2,0.7,0
OC(c1cccc(Cl)c1)c1nc(-c2ccoc2)cs1 (centres undefined),.,.,.,-1,-1,4,-1.5,3.7,.,-1
CC1(C(=O)NS(=O)(=O)Cc2cccc(Cl)c2)CCN1C(=O)Cc1ccccc1 (centres undefined),.,.,.,-1,2,-9,-1.2,-0.8,.,12
CC(=O)c1cc(CN2CCC(n3nccc3NC(=O)c3ccccc3Cl)CC2)cs1,10,-2,3,-2,-5,0,-1.0,2.3,-2.8,-5
CC(/C=N/N1CCN(c2ccc(C)cc2)CC1)=C\c1ccccc1,18,1,5,-2,-9,-3,0.5,-1.2,.,-1
COc1ccc(-c2cc(=O)n(CCC#N)[nH]2)cc1,1,-198,-4,2,-6,4,1.0,-3.7,1.0,62*
Cc1cc(CNC(=O)Cc2ccc(F)cc2)c2ccccc2n1,12,-9,7,2,-3,-2,-0.2,.,3.1,3
O=C(CNCc1ccc(Cl)cc1)Nc1ccc(C(=O)N2CCCCCC2)cc1,44,6,3,5,-5,3,.,0.4,-0.7,-8
O=C(O)c1ccc2c(c1)C(=O)N(c1cccc3ccccc13)C2=O,-12,7,-3,11,7,0,4.5,-0.7,0.9,-12
Cc1ccc(/C=C/C(=O)Nc2cc(S(N)(=O)=O)ccc2O)cc1,12,-9,2,0,0,18,-1.2,.,-0.1,3
Cn1c(SCC(=O)N/N=C/c2ccco2)nc2ccccc21,11,-2,8,2,0,12,-1.8,0.8,-1.8,4
Cc1ccccc1NS(=O)(=O)c1ccc(NC(=O)c2nc3ncccn3n2)cc1,-5,-4,-6,-2,1,-5,-6.4,1.4,-2.1,0
CCC(NC(=O)c1ccc2nc(Cc3ccc(OC)cc3)oc2c1)c1ccncc1 (centres undefined),-31,1,-17,12,-6,-2,-0.6,-3.0,0.7,2
Cc1n[nH]c(=O)nc1NC(C)c1ccccc1 (centres undefined),2,3,5,6,2,0,2.3,0.2,-4.0,-3
Cn1nccc1C(=O)OCC(=O)Nc1ccccc1,44,.,20,3,14,2,0.4,-0.5,.,5
COc1ccc(C(=O)CCNc2ccc(F)cc2)cc1,-9,-2,2,-20,?,-1,-2.4,.,-0.1,-7
Cc1ccc(C)c(S(=O)(=O)N2CCCC2CNC(=O)C(=O)NCc2ccccc2C)c1 (centres undefined),.,1,-3,-1,.,-5,-0.2,.,-1.0,14
O=C(NCc1ccc(F)cc1)c1cc2ccccc2o1,15,7,2,-2,-3,0,-4.2,9.5,8.2,12
O=C(NC1CCCc2ccccc21)c1ccc(S(=O)(=O)N2CCOCC2)cc1 (centres undefined),17,-3,4,0,-8,1,0.3,.,-2.0,-5
CCOc1ccc(OCC)c(NC(=O)CN2CCN(c3cc(C)ccc3C)CC2)c1,-14,-7,-4,1,0,-1,-1.1,-1.4,0.0,-8
CC1CCCCN1Cc1c(C#N)c2ccccc2n1C (centres undefined),11,4,4,-1,4,-7,-5.5,2.1,0.0,-17
CCN(CC)C(=O)C1CCN(CC2CC=CCC2)CC1 (centres undefined),-8,9,-8,1,-1,6,-0.2,-0.4,-1.9,14
COc1ccc(N2CCN(C(=O)c3nn(C)c4c3CS(=O)(=O)c3ccccc3-4)CC2)cc1,-4,1,6,-3,4,-3,-3.1,-1.4,0.6,-4
O=C(NC(Cc1ccccc1)C(=O)O)/C(=C\c1ccco1)NC(=O)c1ccco1 (centres undefined),-5,2,-6,-2,-1,5,-2.2,.,-1.0,-9
Nc1nc(-c2cc(-c3ccccc3)no2)cs1,21,-10,-2,1,-10,-7,-0.9,-0.7,2.1,-11
O=C(c1csc2c1CCCC2)N1CCN(c2ncccn2)CC1,24,-5,-7,2,5,4,-1.3,1.9,-0.5,.
CN(C(=O)c1cccc(NC(=O)Cc2ccc(NC(=O)C3CCCN(C(=O)C4CCC4)C3)cc2)c1)C1CCCC1 (centres undefined),.,.,-1,2,-6,4,-0.5,-0.8,.,3
COCCNc1nc2c(c(=O)n(Cc3cccc(Br)c3)c(=O)n2C)n1C,-5,-3,4,2,-5,-2,-1.8,-0.1,-2.9,-3
COc1nc(OC)nc(N2CCC(C(=O)Nc3cccc4c3CCCC4)CC2)n1,26,2,-14,2,0,15,-1.0,-4.2,-6.0,-1
CCN(Cc1nc(-c2ccccc2)no1)C(=O)c1ccc2c(c1)OCO2,2,-7,3,-3,-7,-2,-0.3,0.4,3.8,13
O=C(NC(=S)Nc1c(Cl)ccc2nsnc12)c1ccco1,8,-10,-7,-5,1,12,-4.0,.,-1.2,-5
O=C(CN1C(=O)C2CCCCC2C1=O)Nc1cccc([N+](=O)[O-])c1 (centres undefined),.,1,-16,1,-1,6,-1.2,-1.7,.,-1
[2H]C(CCOS(N)(=O)=O)c1ccccc1 (centres undefined),1,-15,1,6,7,16,-1.1,-6.5,0.7,-10
COc1ccc(NC(=O)Cc2nnc(SCC(=O)Nc3ccccc3)n2C)cc1,8,-1,12,-2,-10,-2,-0.4,-2.0,-0.9,6
O=C(O)/C=C/C(=O)Nc1cccc2cccnc12,16,-14,-1,0,1,19,-0.5,-11,0.5,7
CC(C)Cn1c(-c2csc3c2CCCC3)n[nH]c1=S,12,3,0,0,-8,14,2.0,1.0,1.5,.
Cc1c(C(=O)c2ccccc2)c2ccccn2c1CCC#N,13,1,2,1,.,13,1.3,.,-0.8,9

Looked up above.
DUSP3 inh result of Nc1nc(-c2cc(-c3ccccc3)no2)cs1 reads 21
BioA inh result of COc1ccc(CSc2ccc(S(=O)(=O)N3CCCC3)cn2)cc1F reads -0.6
MazEF act result of CCOc1ccc(OCC)c(NC(=O)CN2CCN(c3cc(C)ccc3C)CC2)c1 reads -4

Next part.
SMILES,DUSP3 inh,Rv3671c protease,MazEF act,FBA Mtb inh,BoNT F protease,GDH-TPI counter,FadD28 FP inh,BioA inh,UGM FP inh,CCHFV vOTU inh
CCN(CC)CCN1C(=O)c2ccccc2NC1c1ccccc1F (centres undefined),0,-1,14,68*,6,7,-1.5,-0.1,0.9,-90
CC(=O)Nc1ccccc1NC(=O)c1cc(C)ccc1C,36,9,-1,-6,-2,7,0.1,1.6,-2.0,3
CC(C)NC(=O)CCS(=O)(=O)c1ccc(Br)s1,15,7,7,-1,-13,-3,-5.2,-0.5,-0.3,-16
CN(CC(=O)Nc1ccccc1Br)C(=O)CN1CCN(c2ccccc2Cl)CC1,.,0,-9,1,-6,-4,-3.1,-3.1,3.2,-9
COc1cccc(C2C(C(=O)c3ccco3)=C(O)C(=O)N2CCN(C)C)c1OC (centres undefined),0,5,3,0,-3,15,1.7,.,0.5,1
CCOc1ccc(CCNC(=O)C2CC(=O)N(C3CCCC3)C2)cc1OCC (centres undefined),29,-7,0,0,-9,0,0.7,-1.4,2.7,-2
CCOc1ccc(C(=O)c2nc3c(n2O)CCCC3)cc1,14,-7,-7,-2,-11,27,-0.2,-1.5,-3.6,28
OCCOCC#CCN1CCOCC1,-19,-1,5,0,2,3,-0.1,0.1,-3.2,2
Cc1c(CCO)c(=O)[nH]n1C(=O)c1ccc(F)cc1,24,-3,-4,-1,-2,4,-2.3,0.7,3.3,-5
COc1ccc(NC(=O)c2cc(S(=O)(=O)N3CCOCC3)cs2)cc1,13,-1,3,1,-1,-4,-2.5,1.6,-0.5,-8
CCC(C)(C(=O)NC1CCCCC1)N(Cc1cccs1)C(=O)c1ccc(=O)[nH]c1 (centres undefined),-4,5,-2,4,3,10,0.2,.,2.3,-4
CCOc1ccc(CN2CCC(n3nccc3NC(=O)C3CC3)CC2)cc1CO,6,4,3,2,-4,-2,-0.4,-0.7,1.2,3
COCc1ccc(CN2CCc3c([nH]c4ccccc34)C2CC(C)C)o1 (centres undefined),-5,-8,-27,4,-3,1,-0.1,2.4,2.7,-8
Cc1ccnc(NC(=O)CCC(=O)N(CC(=O)NCc2ccccc2)Cc2ccco2)c1,-12,8,2,2,-7,-5,-2.5,.,-1.4,-10
CN1CCN(/C=N/c2sc3c(c2C#N)CCCCC3)CC1,11,2,-10,0,-6,15,2.5,-3.9,-1.1,-1

Screening results as filed in PubChem.
